JMJD2A Tudor: JMJD2A Tudor domain (human) inhibition; Potency, µM (top dose mostly 114 µM), for the others: at the highest dose activity change, negative = inhibition, hits mostly inhibitors; 390,000 compounds, 4.4% hits; AlphaScreen JMJD2A-Tudor / H3K4me3 peptide binding; AID 504339; O75164; further: on the % scale 0 is the no-effect control and ±100 the full control effect; nearly all actives have a fitted effect of over 50% in size
RGS4 inh: blocks human RGS4-accelerated GTP hydrolysis; P49798; Transcreener GDP fluorescence polarization, RGS4-accelerated GTP hydrolysis; Potency, µM (highest dose often 114 µM), without a hit: at the top dose activity change, negative = inhibition, hits mostly inhibitors; 390,000 compounds, 0.039% hits; AID 504845; further: on the % scale 0 is the no-effect control and ±100 the full control effect; nearly all actives have a fitted effect of over 75% in size; some results filed as inactive show a strong effect at the top dose
Target sequence (P49798 whole entry, looked up): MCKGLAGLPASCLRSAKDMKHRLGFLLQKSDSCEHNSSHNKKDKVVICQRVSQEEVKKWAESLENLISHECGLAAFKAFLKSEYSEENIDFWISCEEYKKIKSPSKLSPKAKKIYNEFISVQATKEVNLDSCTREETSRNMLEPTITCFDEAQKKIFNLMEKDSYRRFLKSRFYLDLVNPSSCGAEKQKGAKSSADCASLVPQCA
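MLSMR compounds (23 nl, pin-transferred) preincubated 10 min at room temperature with a 500nM (2x) first reagent, then RGS4 at 900nM (2x) plus Transcreener GDP mix added; fluorescence polarization (620/688 nm) read before and after 90 min at 30 °C.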
12-LOX inh: inhibitors of human 12S-lipoxygenase ALOX12; Potency, µM (highest dose often 108 µM), without a hit: at the highest dose activity change, negative = inhibition, most hits filed as inhibitors; AID 1671190; P18054; 580,000 compounds, 1.1% hits; purified 12hLO, xylenol orange hydroperoxide absorbance; further: on the % scale 0 is the no-effect control and ±100 the full control effect
Target sequence (P18054 whole entry, looked up): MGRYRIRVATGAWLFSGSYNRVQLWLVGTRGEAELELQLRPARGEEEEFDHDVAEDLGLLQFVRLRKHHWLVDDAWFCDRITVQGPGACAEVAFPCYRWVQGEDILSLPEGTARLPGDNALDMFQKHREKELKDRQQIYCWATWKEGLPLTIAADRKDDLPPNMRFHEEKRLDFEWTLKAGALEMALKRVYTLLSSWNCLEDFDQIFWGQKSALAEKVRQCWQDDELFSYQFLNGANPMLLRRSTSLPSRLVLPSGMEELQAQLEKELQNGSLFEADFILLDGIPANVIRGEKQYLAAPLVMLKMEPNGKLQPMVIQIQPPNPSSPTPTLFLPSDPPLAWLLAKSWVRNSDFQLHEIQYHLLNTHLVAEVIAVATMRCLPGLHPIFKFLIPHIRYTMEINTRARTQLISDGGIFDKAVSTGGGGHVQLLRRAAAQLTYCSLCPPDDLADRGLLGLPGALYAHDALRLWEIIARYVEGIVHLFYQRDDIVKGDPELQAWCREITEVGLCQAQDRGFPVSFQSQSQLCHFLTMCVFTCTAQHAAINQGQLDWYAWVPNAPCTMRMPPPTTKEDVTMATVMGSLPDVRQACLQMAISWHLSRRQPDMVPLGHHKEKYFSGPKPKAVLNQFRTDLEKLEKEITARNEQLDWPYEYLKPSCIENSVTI
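Hydroperoxide product was detected by ferrous iron/xylenol orange as the 573 to 405 nm absorbance ratio. Arachidonic acid at 40 uM (final) was turned over for 30 min at room temperature by 150 nM human 12hLO, pH 7.0 Hepes buffer, after 15 min compound preincubation.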
Pin1 inhibitor: human Pin1 inhibition; Pin1 FP peptide displacement, HiFluor488, 10 min; Potency, µM (doses to about 115 µM), inactives show at the top dose activity, negative = inhibition, most hits filed as inhibitors; 390,000 compounds, 0.009% hits; AID 504891; active means well fitted inhibition curve with a large enough effect in the polarisation, with a control signal flat, not every such curve was filed as active; inconclusive means small, poorly fitted or top-dose-only effect, or effect the other way, or a change in a side signal; inactive means no such curve, though single readings can be large or run the other way; the % refers to the polarisation; further: on the % scale 0 is the no-effect control and ±100 the full control effect
Tb PGK inh: inhibitors of T. brucei phosphoglycerate kinase; Potency, µM (highest dose often 57.5 µM), for inactives: top-dose activity change, negative = inhibition, most hits filed as inhibitors; PGK/GAPDH coupled, Kinase-Glo luminescence, 60 min; 380,000 compounds, 0.043% hits; further: on the % scale 0 is the no-effect control and ±100 the full control effect; nearly all actives have a fitted effect of over 60% in size
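Recombinant glycosomal PGK reaction used 1,3-bisphosphoglycerate generated in-well by GAPDH (100nM final) in 100mM TEA pH 7.6, 5mM MgCl2, 0.01% Tween-20. After 60 minutes at room temperature, ATP was read by Kinase-Glo Plus luminescence end-point.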
GLS inh: glutaminase GLS (human) inhibition; GLS enzymatic activity, qHTS titration; 410,000 compounds, 0.21% hits; O94925; AID 624170; Potency, µM (highest dose often 45.5 µM), inactives show top-dose activity change, negative = inhibition, hits mostly inhibitors; further: on the % scale 0 is the no-effect control and ±100 the full control effect
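Compounds were pin-transferred onto hKGA, after which L-glutamine (1 mM solution) and a detection mix of glutamate oxidase, HRP and Amplex Red were added. Initial and 30 min RT fluorescence reads were collected.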
HP1b binding inh: blocks HP1-beta chromodomain binding to methylated histone tails; Potency, µM (series often up to 114 µM), for inactives: top-dose activity change, negative = inhibition, usual class: inhibitors; AlphaScreen HP1-beta / biotin-H3K9me3 peptide binding; 390,000 compounds, 0.56% hits; P83916; further: nearly all actives have a fitted effect of over 70% in size; inactives centre near 23
Target sequence (P83916 whole entry, looked up): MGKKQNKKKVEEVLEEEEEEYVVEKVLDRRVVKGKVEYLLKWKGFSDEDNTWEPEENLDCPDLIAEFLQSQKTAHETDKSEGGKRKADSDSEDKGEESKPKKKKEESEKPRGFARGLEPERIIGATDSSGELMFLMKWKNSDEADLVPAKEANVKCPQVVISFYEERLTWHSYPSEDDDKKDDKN
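HP1-beta protein (50 nM final) preincubated 30 min at room temperature with biotinylated H3(1-18)K9me3 peptide (50 nM) in PBS pH 7.4, 0.01% Tween-20, then compound added for 30 min. AlphaScreen streptavidin donor/nickel chelate acceptor beads (10 ug/mL final), 30 min dark, luminescence read.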
rTrxR1 inhibitor: inhibitors of rat thioredoxin reductase 1; recombinant rTrxR1, NADPH fluorescence consumption, selenite substrate; Potency, µM (highest dose often 114 µM), inactives show at the top dose activity change, negative = inhibition, usual class: inhibitors; 390,000 compounds, 1% hits; AID 588453; further: on the % scale 0 is the no-effect control and ±100 the full control effect; nearly all actives have a fitted effect of over 65% in size
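Rat TrxR1 (90 nM in the dispensed reagent) was pre-reduced with 400 uM NADPH for 5 min at room temperature, then incubated with compound for 15 min. After 400 uM selenite was added, NADPH fluorescence (Ex 340/Em 450 nm) was followed for 8 min.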
ERG-DNA inh: ERG Ets/DNA interaction inhibition | fluorescence polarization, His-ERG Ets domain / labelled DNA | Potency, µM (highest dose often 76.9 µM), for the others: at the top dose FP activity, negative = inhibition, most hits filed as inhibitors | 370,000 compounds, 0.028% hits | AID 624246; active means well fitted inhibition curve with a large enough effect in the polarisation, with a control signal flat; inconclusive means small, poorly fitted or top-dose-only effect, or effect the other way, or a change in a side signal; inactive means no such curve, though single readings can be large or run the other way; the % refers to the polarisation;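 further: polarization taken with two DNA probes labelled with fluorescein and Texas red; % of control where 0% means no effect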
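His-tagged ERG Ets domain (1 uM in the protein solution; 300mM KCl, 50mM Tris-HCl, 1mM EDTA, 1mM DTT, pH 7.5) received compound, then a probe mix of 5 nM fluorescein-DNA and 100nM Texas-615-DNA. Fluorescence polarization was read for both dyes.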
Numbers without * were called inactive; i = inactive; ? = inconclusive; / = no result given; & = joins results of further samples; [ ] = remark or other dose. Unless noted, the call rests on the fitted dose curve; in most records, active means well fitted curve in the direction sought with a large enough effect; inconclusive means small, poorly fitted or top-dose-only effect, or another doubt; inactive means no such curve, though single readings can be large; an effect the other way counts as inactive or inconclusive. Potency means the concentration at half of the fitted maximal effect. Some of the compounds tested; rates above refer to the full screens.

SMILES	JMJD2A Tudor	RGS4 inh	12-LOX inh	Pin1 inhibitor	Tb PGK inh	GLS inh	HP1b binding inh	rTrxR1 inhibitor	ERG-DNA inh
COc1ccc(CCC(=O)NNC(=S)NCc2ccc(F)cc2)cc1	-10%	-33%	405%[activator]	-4%	i	5%	54%[activator]	1%	7%
Cc1ccc(N(CC(=O)N/N=C/c2cccs2)S(C)(=O)=O)cc1	-19%	-5%	0%	-4%	-1%	11%	34%	5%	-7%
O=C1CS(=O)(=O)N(Cc2ccccc2F)c2ccc(Br)cc21	-29%	-5%	?	-2%	0%	16%	26%	?	5%
O=C(O)c1ccccc1SC1CC(=O)N(c2ccc3c(c2)OCO3)C1=O (stereo not given)	-29%	-31%	-4%	-1%	-1%	-10%	6%	40µM*	10%
CCOC(=O)C1(CCc2ccccc2)CCN(Cc2nccn2CC)CC1	-21%	-21%	0%	-4%	i	0%	10%	7%[57.1 µM]	5%
CCc1cc(-c2nnc(SCC(=O)NC3CC3)n2C)cs1	-3%	-20%	-1%	-3%	-1%	25%	21%[57 µM]	6%	8%
O=C(CCn1cccc1)Nc1cccc(F)c1	-11%	-17%	5%	4%	6%	3%	14%	0%[57.1 µM]	5%
O=C(CCc1ccccc1)NC(=S)Nc1ccccc1Br	31%	-14%	?	9%	-1%	3%	53%[activator]	?	-3%
Cc1ccc(C(=O)OCC(=O)NCc2ccc3c(c2)OCO3)o1	-23%	6%	-23%	-1%	i	-15%	4%[57 µM]	20%[57.1 µM]	3%
Cc1ccc(C)c(N2CCN(S(=O)(=O)c3ccc(F)c(C(=O)Nc4ccc(Cl)cc4Cl)c3)CC2)c1	-15%	10%	-8%	6%	-5%	-17%	25%	27%[57.1 µM]	-1%
Cc1ccc(-n2c(C)cc(C(=O)OCC(=O)N(C)C3CCS(=O)(=O)C3)c2C)cc1 (stereo not given)	-23%	-40%	0%	-1%	0%	10%	-10%	6%[57.1 µM]	0%
Cc1cc(NC2CCCCC2)nc2ccccc12	5%	7%	-5%	-4%	-3%	-8%	68%[activator]	21%	6%
Cc1ccc(NC(=O)c2cc(N3C(=O)C=CC3=O)ccc2Cl)cc1C	10µM*	?	3.5µM*	6%	-2%	-7%	?	3.2µM*	0%
CCOC(=O)C1=C(C)N=C2SCCC(=O)N2C1c1ccc(OCc2ccccc2)cc1 (stereo not given)	-25%	-4%	-27%	1%	i	-6%	43%[activator]	10%	5%
COc1ccc(OC)c(C(c2nnnn2Cc2ccccc2)N2CCN(C3CCCCC3)CC2)c1 (stereo not given)	-15%	1%	0%	-1%	i	-2%	19%	14%	4%
COCCn1c(-c2ccco2)nc2nc3ccccc3nc21	-7%	11%	?	-5%	5%	9%	32%	157%[activator][57.1 µM]	-9%
Cc1ccc(-c2c(CN3CCN(c4cc(Cl)ccc4C)CC3)csc2C)cc1	-23%	-9%	?	7%	5%	4%	31%	5%	-3%
C[C@H](NC(=O)C1CC(=O)N(c2ccc3c(c2)OCCO3)C1)C(=O)NC1CCCC1 (stereo not given in full)	-5%	-4%	18%	-8%	8%	0%	46%[activator]	13%	-4%
COc1cc(C)c(C)cc1S(=O)(=O)NC1CC(C)(C)NC(C)(C)C1	-2%	8%[56.9 µM]	-3%	2%	-10%	?	29%	8%	9%
COCCn1nnnc1CN(Cc1ccco1)Cc1cc2cc3c(cc2[nH]c1=O)OCO3	-9%	-15%	0%	-14%	i	2%	47%[activator]	?	-1%
Cc1ccccc1CNC(=O)c1cccc(NC(=O)c2nsc3ccccc23)c1	-3%	-2%	3%	21%	-5%	-4%	27%[57 µM]	21%[57.1 µM]	3%
COc1ccc2c(c1)CC/C2=N\OC(=O)c1cccc(C)c1	-17%	4%	-14%	0%	-1%	1%	9%	15%	-6%
CCOC(=O)c1c(C)[nH]c(C)c1S(=O)(=O)N1CCCC(C(=O)Nc2ncccc2C)C1 (stereo not given)	4%	-13%	-9%	-7%	-4%	3%	35%	10%[57.1 µM]	4%
Cc1c(C)c2c(C)[nH]nc2oc1=O	-1%	4%	3%	-1%	3%	1%	33%	-2%	-5%
O=C(Nc1cccc(O)c1)c1ccc(Br)c(S(=O)(=O)N2CCCCC2)c1	-6%	12%	-3%	1%	5%	-5%	17%	13%	-4%

Entries shown so far containing two or more sulfur atoms:
SMILES	JMJD2A Tudor	RGS4 inh	12-LOX inh	Pin1 inhibitor	Tb PGK inh	GLS inh	HP1b binding inh	rTrxR1 inhibitor	ERG-DNA inh
Cc1ccc(N(CC(=O)N/N=C/c2cccs2)S(C)(=O)=O)cc1	-19%	-5%	0%	-4%	-1%	11%	34%	5%	-7%
CCc1cc(-c2nnc(SCC(=O)NC3CC3)n2C)cs1	-3%	-20%	-1%	-3%	-1%	25%	21%[57 µM]	6%	8%

Going on with the list.
SMILES	JMJD2A Tudor	RGS4 inh	12-LOX inh	Pin1 inhibitor	Tb PGK inh	GLS inh	HP1b binding inh	rTrxR1 inhibitor	ERG-DNA inh
Cc1cccc(OCCn2c(NC(=O)c3ccco3)nc3ccccc32)c1	-15%	-7%	0%	0%	-13%	-13%	20%	-16%	-3%
O=C1NC2(CCCCCC2)C(=O)N1Cc1ccccc1Br	-6%	-6%	2%	0%	6%	-6%	22%	8%	-2%
Cc1cc(/C=N/NC(=O)C(=O)NCc2ccccn2)c(C)n1-c1cccc(Br)c1	?	-21%	-6%	4%	-2%	-9%	6%	-1%	-3%
COc1ccccc1NC(=S)Nc1ccc2cn[nH]c2c1	-19%	-28%	47%[activator]	-3%	-5%	11%	1%	11%[57.1 µM]	-4%
CC[C@H](C)Cc1cn([C@@H](CCCCN)C(=O)NCCCCCCCCCCC(=O)N2CCNCC2)nn1	-23%	7%	-17%	-2%	0%	0%	23%	5%	-8%
CO/N=C(\N)c1nonc1N	-8%	2%	0%	9%	2%	7%	32%	-11%	1%
Cc1cccc(NC(=O)CNC(=O)CCNC(=O)c2ccc(C(C)(C)C)cc2)c1C	-4%	8%	9%	11%	3%	1%	36%	25%	2%
COc1cc(/C=N\Nc2nc(-c3ccc(C)cc3)c(NC(C)=O)s2)ccc1O	-27%[11.4 µM]	3%[11.4 µM]	?	0%	-4%	-17%	28µM*	4%	-4%
CC(C)(C)C(=O)CSc1ncnc2c1cnn2-c1ccccc1	-2%	-7%	1%	-6%	-2%	-2%	23%	17%[57.1 µM]	2%
O=C(NNC(=O)c1ccccc1F)c1cccc(S(=O)(=O)N2CCc3ccccc32)c1	-28%	-5%	-8%	-3%	-8%	12%	23%	23%	1%
CC(=O)c1cccc(NC(=O)c2nc(-c3ccccc3)oc2C)c1	-11%	-15%	-27%&6%	1%	i	1%	18%	13%[57.1 µM]	-7%
CS(=O)(=O)N1CCCC(C(=O)NCc2ccc(F)cc2)C1 (stereo not given)	-15%	18%	-2%	-4%	/	3%	7%	30%	-2%
CCc1nc(N)nc(N)c1-c1ccc(Cl)c([N+](=O)[O-])c1	-15%	-13%	0%	-1%	-5%	9%	5%	-7%	/
C=C(C)c1cccc(C(C)(C)NC(=O)N2CCN(c3ccccn3)CC2)c1	-22%	0%	4%[57.4 µM]	0%	4%	-2%	39%	11%	-6%
O=C1[C@@H]2Cc3c([nH]c4ccccc34)C(c3ccc(Cl)cc3)N2C(=O)CN1CCO (stereo not given in full)	-22%	-14%	37%[activator]	-10%	-2%	-1%	24%	2%	-3%
C#CC(C)(CC)NC(=O)Cn1nnc(-c2ccc(OCc3ccccc3C)cc2)n1 (stereo not given)	-22%	-21%	-25%	1%	-9%	1%	33%	11%	2%
Cc1cc(C)n2nc(SCC(=O)NC3CCCCC3)nc2n1	23%	19%	6%	-1%	-8%	1%	53%[activator]	19%	0%
COc1ccc(C(=O)NC(=S)N(C)C2CCCCC2)cc1	-11%	-38%	?	1%	-6%	13%	41%[activator]	-2%	0%
CN(CCC#N)C(=O)CC(Cc1ccccc1)C1CCOC(C)(C)C1 (stereo not given)	-7%[11.4 µM]	33%[11.4 µM]	-6%	2%	5%	4%	49%[activator]	13%	0%
Cc1ccc(S(=O)(=O)N2CCN(c3c([N+](=O)[O-])cc(C(F)(F)F)cc3[N+](=O)[O-])CC2)cc1	-35%	31%	5%	0%	-7%	6%	-23%	9%	3%
Cc1ccc(S(=O)(=O)NCCC(=O)N2CCN(c3cccc(Cl)c3)CC2)cc1C	-28%	7%	?	-1%	-9%	8%	1%	-8%	6%
Cc1ccc(-c2nnn(CC(=O)N(c3ccccc3)C(C(=O)NCC3CCCO3)c3ccc(Cl)cc3)n2)cc1 (stereo not given)	5%	34%	0%	-8%	6%	5%	12%	-4%	-1%
NC(=O)COC(=O)c1ccc(NS(=O)(=O)c2ccc3c(c2)OCCO3)cc1	-7%	22%	0%	2%	0%	6%	9%	1%	0%
O=C(Nc1cccc2cccnc12)c1ccccc1	12%	-1%	/	1%	/	/	44%	13%	/
COc1ccc(N2C(=O)C(CN3CCCCC3)C2c2ccccc2)cc1 (stereo not given)	-21%	0%	?	-1%	-15%	-5%	8%	31%	-1%
Cc1ccc(C(=O)NC(C)C2CC3CCC2C3)c(C)c1 (stereo not given)	14%	14%	1%	-11%	i	0%	17%	21%	-1%
Cc1ccc(S(=O)(=O)N(C)Cc2ccc(C(=O)NN=C3C4CC5CC(C4)CC3C5)cc2)cc1	0%[57.1 µM]	-11%	-13%	-2%	i	-10%	51%[activator]	2%	-8%
N=C(N)SCc1ncccc1O	?	-5%	-14%	-13%	-3%	-13%	-2%	32µM*	-1%
CCN(CC)C(=O)CCNS(=O)(=O)c1ccc(C)cc1	-5%	39%	24%	1%	1%	3%	20%	2%[57.1 µM]	0%
